# Screening results as filed in PubChem.
# SV40 large T antigen – TAg ATPase/helicase activity blockers – biochemical (AID 1903); actives 0.39% (n = 310,000); SV40 large T antigen ATPase/helicase inhibition assay; higher % means a stronger effect; one-dose inhibition, % at 20 µM; IC50 in µM for titrated hits; in the data active means a potency from the dose series; inconclusive means inhibition mostly from about 32% at the one dose, without a potency; inactive means the rest, 99 in 100 with inhibition below about 32%; further: strong numbers were not always called active
# TNAP activation fold – human TNAP enzyme activators, primary screen, biochemical, luminescent, no phosphate acceptor, uHTS (AID 1001); purified TNAP, luminescent activation assay, no phosphate acceptor; higher activation fold means a stronger effect; activation fold at 20 µM, or EC50 in µM where a hit was titrated; actives 0.03% (n = 200,000); in the data active means activation fold from about 3, or a potency from the dose series; inactive means the rest, 99 in 100 with activation fold below about 1.6; further: many of its hits are not listed in these tables
# Rac1 GTP hydrolysis – MgcRacGAP GTPase-activating activity inhibitors, confirmation, biochemical, ADP Hunter fluorescence. one-dose inhibition, % at 30 µM; IC50 in µM for titrated hits. MgcRacGAP-stimulated Rac1 GTP hydrolysis, ADP Hunter fluorescence; higher % means a stronger effect; GST-tagged Rac1 F28L mutant substrate. actives 0.6% (n = 340,000);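 active means first-screen hits whose inhibition reached a set limit at any dose in the follow-up dose series; inconclusive means inhibition above the set first-screen limit but never retested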;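 further: fluorescence reports GDP produced by GAP-driven GTP hydrolysis; strong numbers were not always called active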
# Salmonella PhoP GFP – PhoP-dependent GFP reporter repression – Salmonella Typhimurium, primary screen (AID 1863); S. Typhimurium PhoP-regulated promoter GFP reporter, 4 h; higher % means a stronger effect; inhibition, % at 50 µM; hits with a dose series show IC50 in µM; actives 0.16% (n = 300,000);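 active means inhibition over 29.93%, a cutoff 3 SD above the screen mean, later confirmed by dose response; inconclusive means inhibition over 29.93% but no dose response follow-up; inactive means inhibition at most 29.93% or unconfirmed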;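 further: 0% = low Mg2+ inducing control and 100% = high Mg2+ repressing control; strong numbers were not always called active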
# RSV CPE inhibition – inhibition of RSV-induced cytopathic effect – HEp-2 cells, primary 10 µM value included (AID 2391); HEp-2 cells, RSV-induced CPE inhibition; higher % means a stronger effect; actives 0.13% (n = 310,000); CPE inhibition, % at 10 µM, or IC50 in µM where a hit was titrated; in the data active means a potency from the dose series; inconclusive means CPE inhibition mostly from about 23% at the one dose, without a potency; inactive means the rest, 99 in 100 with CPE inhibition below about 21%; further: strong numbers were not always called active
# Myeloid diff 2 – promotes myeloid progenitor differentiation | ER-HoxA9 myeloid progenitors, lysozyme-GFP differentiation, flow cytometry | calls only at 10 µM | actives 1% (n = 360,000) | AID 624256;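 active means normalized GFP-positive differentiation at or above the plate's own cutoff, the solvent-only control mean plus 3 SD; inconclusive means no clear call, values can overlap the other calls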;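 further: cells exposed to compound for four days before flow analysis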
# T cell HTS – T cell immune modulation candidate; 2C CD8+ T cell-vesicle binding, flow cytometry; hits give low values; calls only at 7 µM; actives 0.068% (n = 330,000);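 active means response, share of CD8 T cells binding vesicles, and their 90th percentile fluorescence all below set limits, cut at about 80% in these data, passing the limit was not always enough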
#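 Assay system – 2C mouse CD8+ T cells · Also added – QL9-loaded Drosophila micro-vesicles · Timing – Cell–vesicle co-incubation 1.5 h at 37 °C, staining 20 min on ice · Signal – flow cytometry of vesicle-bound cells · Measure – percent CD8+ FL2 mean versus row control · Controls – Peptide-free naked vesicles (low) and QL9 vesicles with 0.7% DMSO vehicle (high)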
# NTR1 ag – NTR1-driven beta-arrestin-GFP spot formation – imaging, U2OS cells, high content, primary screen (AID 493036) | P30989 | agonist mode | activation, % at 20 µM | actives 0.17% (n = 330,000);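 active means activation at or above 40% of the spot to cytoplasm intensity ratio, with at least 20 cells analyzed; inconclusive means wells under 20 cells, flagged as cytotoxic or low count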;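 further: 0% = DMSO without peptide and 100% = 100 nM NTR1 peptide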
# Target sequence (P30989 whole entry, looked up): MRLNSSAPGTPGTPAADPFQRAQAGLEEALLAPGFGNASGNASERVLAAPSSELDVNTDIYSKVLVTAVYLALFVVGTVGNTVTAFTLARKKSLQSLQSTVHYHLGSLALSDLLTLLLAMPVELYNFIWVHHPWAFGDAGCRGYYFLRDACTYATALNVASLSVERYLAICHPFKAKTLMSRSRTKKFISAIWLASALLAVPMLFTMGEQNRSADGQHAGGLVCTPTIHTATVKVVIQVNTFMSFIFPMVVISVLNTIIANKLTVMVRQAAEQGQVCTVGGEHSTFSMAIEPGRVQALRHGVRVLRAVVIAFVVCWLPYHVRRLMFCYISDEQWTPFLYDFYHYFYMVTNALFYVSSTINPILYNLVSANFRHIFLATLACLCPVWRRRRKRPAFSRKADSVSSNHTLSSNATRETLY
# UTI89 phage lysis – protection from phage-mediated lysis, alamar blue read-out – E. coli UTI89, K1F phage, bacterial capsule biogenesis inhibitors (AID 488966); actives 0.02% (n = 340,000); one-dose inhibition, % at 100 µM; IC50 in µM for titrated hits; E. coli UTI89 K1F phage lysis, alamar blue, 2 h; higher % means a stronger effect;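 active means phage lysis inhibition, versus mean bacterial control, above a set limit; inconclusive means no clear call, values can overlap the other calls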;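 further: capsule biogenesis inhibitors block K1F phage lysis so surviving cells raise fluorescence; higher fluorescence means more inhibition of phage lysis; actives were called in the ten point dose series up to 300 µM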
# T cell HTS vesicle-bound % – recorded beside T cell HTS, whose call it bears; double positive events, %; measured here: CD8+ vesicle-bound cell fraction;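 binding gate set so that unloaded-vesicle control wells show 10% double positive cells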
# NTR1 ag cell count 20 µM – recorded beside NTR1 ag, whose call it bears; cell count; measured here: cell count, cytotoxicity flag
# Myeloid diff 2 GFP+ MAC1+ % – further read-out of Myeloid diff 2, marked with its call; GFP+ MAC1+ double positive, %; measured here: differentiation confirmed by MAC1 staining
# Numbers without * were called inactive; i = inactive; u = inconclusive; x = not tested or not shown; [ ] = dose if it differs, or a comment.
SMILES,SV40 large T antigen,TNAP activation fold,Rac1 GTP hydrolysis,Salmonella PhoP GFP,RSV CPE inhibition,Myeloid diff 2,Myeloid diff 2 GFP+ MAC1+ %,T cell HTS,T cell HTS vesicle-bound %,NTR1 ag,NTR1 ag cell count 20 µM,UTI89 phage lysis
Cc1ccc(Cl)cc1N1CCN(C(=O)C2(S(=O)(=O)c3ccc(Cl)cc3)CC2)CC1,7%,1,5%,4%,18%,i,0.3,i,36,3.4,97,1.3%
Cc1nn(-c2ccccc2)c(N2CCCC2)c1/C=N/NC(=O)c1cc(-c2cccs2)nc2ccccc12,8%,1.1,-1%,12%,9.8%,i,0.5,i,43,1.5,52,-6.8%
O=C(NCCN1CCOCC1)c1cc(-c2ccc(F)cc2)on1,-4%,1.2,9%,5%,-2.9%,i,1.9,i,44,-0.2,67,-1.1%
CCCn1c(O)c(N=NC(=O)CNC(=O)c2cccnc2)c2ccccc21,17%,x,11%,-8%,2.5%,i,1.7,i,11,0.2,66,0.1%
NC(=O)[C@@H]1CCCN1Cc1nc(-c2cccs2)no1,8%,1,7%,-3%,1.4%,i,0.2,i,38,3.0,72,0.3%
CCN(CC)CCn1c(NCc2ccc(OC)cc2)nc2ccccc21,2%,1.1,5%,11%,0.6%,i,1.0,i,6,-0.7,89,0.6%
O=C(Nc1ccc2c(c1)OCO2)[C@@H]1CCCN1S(=O)(=O)c1cccc2cccnc12,10%,x,9%,-10%,11%,i,0.7,i,27,-2.0,85,-0.2%
CC(=O)Nc1ccc(S(=O)(=O)N(C)c2ccccc2)cc1,19%,1.1,3%,0%,0.1%,i,8.0,i,48,-0.1,49,-3.0%
Cc1nn(-c2ccccc2)c(N)c1C(c1ccccc1)c1c(C)nn(-c2ccccc2)c1N,12%,1.1,0%,-8%,1.4%,i,0.1,i,37,-0.7,37,6.3%
CN(C)c1ccc(CN(C(=O)c2cc3ccccc3oc2=O)C2CCS(=O)(=O)C2)cc1 (centres undefined),16%,x,-1%,-10%,0.9%,i,1.4,i,14,0.8,58,-2.1%
C[C@@H](C(=O)Nc1nc(-c2ccccn2)cs1)N1C(=O)C2CCCCC2C1=O (some centres undefined),9%,1,u,22%,-1.2%,i,0.8,i,49,-0.5,62,10%
CCN(CC)S(=O)(=O)c1ccc(N2CCOCC2)c(NC(=O)c2ccc3c(c2)OCCO3)c1,16%,x,2%,3%,-1.6%,i,0.8,i,56,3.2,58,3.2%[50 µM]
CC(Oc1cccc(Br)c1)C(=O)NNC(=O)CCS(=O)(=O)c1ccccc1 (centres undefined),x,x,3%,x,x,i,1.0,i,51,-1.1,53,0.3%[50 µM]
CCOc1ccccc1Nc1nnc(SC(C)C(=O)Nc2nc(-c3ccccc3)cs2)s1 (centres undefined),-9%,1,-3%,-1%,u,i,0.4,i,51,1.4,47,1.9%
O=C(NCc1ccccc1)C1=C[C@H](c2csc3ccccc23)C[C@H](OCc2ccc(CO)cc2)O1,17%,x,8%,-5%,9.1%,i,0.3,i,23,-0.5,53,1.6%
CCOc1ccc(NC(=O)C(NC(=O)C2CCC(C)CC2)C(C)C)cc1 (centres undefined),14%,1.2,9%,-5%,0.3%,i,0.8,i,22,-1.0,62,1.2%
COc1ccccc1-c1nnc2sc(C3CCCCC3)nn12,-1%,1.1,5%,-15%,0.0%,i,3.9,i,42,4.7,52,0.8%
O=C(COC(=O)c1ccccc1C(=O)N1CCN(c2ccccc2)CC1)Nc1ccc(F)cc1,6%,1,4%,-8%,u,i,0.4,i,32,-1.3,61,1.3%
O=c1cc(Cc2nnc(SCc3ccccc3)n2-c2ccc(Cl)cc2)[nH]c(=O)[nH]1,-6%,0.9,-4%,5%,0.4%,i,0.4,i,52,-1.1,95,-0.1%
O=C(Nc1ccc2c3c(cccc13)CC2)c1ccc(Br)o1,-2%,1.1,2%,6%,0.3%,i,0.9,i,26,4.1,33,0.6%
Clc1ccc(-c2noc(CN3CCN(c4ccccc4)CC3)n2)cc1,8%,1.1,0%,0%,0.7%,i,0.4,i,9,3.4,30,-0.5%
O=C(O)c1ccc(-c2nc(-c3ccccc3)c(-c3cccs3)[nH]2)cc1,29%,x,12%,-3%,6.7%,i,0.4,i,28,-0.3,56,-0.1%
Cn1c(=NC(=O)C2=NNC(=O)CC2)sc2ccccc21,3%,1,6%,-3%,-3.8%,i,0.2,i,35,1.3,54,-0.2%
CN(CC(=O)NCc1ccccc1)Cc1ccc(Cl)cc1,6%,x,x,-2%,1.2%,i,1.1,i,8,0.8,57,0.2%
CC(=O)c1ccc(N2CCN(C(=O)c3ccc(Cl)c(NC4=NC5CS(=O)(=O)CC5S4)c3)CC2)cc1 (centres undefined),3%,x,6%,-5%,1.3%,i,4.5,i,8,-0.7,56,-0.1%

# Going on with the list:
SMILES,SV40 large T antigen,TNAP activation fold,Rac1 GTP hydrolysis,Salmonella PhoP GFP,RSV CPE inhibition,Myeloid diff 2,Myeloid diff 2 GFP+ MAC1+ %,T cell HTS,T cell HTS vesicle-bound %,NTR1 ag,NTR1 ag cell count 20 µM,UTI89 phage lysis
CC(NC(=O)c1ccco1)C(c1cccs1)N1CCN(c2ccccc2)CC1 (centres undefined),8%,1.1,10%,7%,0.1%,i,3.6,i,38,-3.5,38,3.7%
O=C(CCn1c(=S)[nH]c2ccccc2c1=O)NCCc1ccccc1,5%,1.1,7%,3%,2.3%,i,0.1,i,51,0.8,78,0.2%
COCCn1c(C)cc(C(=O)COC(=O)c2ccc([N+](=O)[O-])o2)c1C,13%,1.1,1%,-8%,1.4%,i,0.2,i,20,0.3,55,-0.3%
Cn1c2ccccc2c2cc(/C=C(\NC(=O)c3ccccc3)C(=O)O)ccc21,18%,x,8%,-4%,2.8%,i,0.4,i,25,1.5,50,-0.1%
c1coc(CNc2nc(-c3cccs3)cs2)c1,15%,1,0%,4%,1.2%,i,0.1,i,29,0.4,66,3.4%
CCOc1ccc(C(C)=O)cc1COC(=O)CNC(=O)c1cccs1,12%,x,4%,6%,-1.1%,i,0.4,i,42,-0.6,56,0.7%[50 µM]
COc1ccc(CC(CC(=O)O)C(=O)NCc2ccccc2)cc1 (centres undefined),3%,1.1,-2%,3%,-1.0%,i,0.2,i,55,-0.7,38,-0.1%
Cc1ccc(C(=O)NCCNS(=O)(=O)c2ccccc2)cc1,21%,1,5%,6%,0.9%,i,0.7,i,47,-1.0,92,0.2%
OCC[C@@H]1C[C@@H](O)[C@H](O)[C@@]2(CCc3ccccc3O2)O1,11%,x,7%,-5%,1.3%,i,0.6,i,11,5.7,83,3.0%
Cc1ccc(S(=O)(=O)N2CCC(C(=O)OCC(=O)NC(C)c3ccc(F)cc3)CC2)cc1C (centres undefined),x,x,8%,x,1.7%,i,0.2,i,16,-0.3,68,0.0%[50 µM]
COc1ccc(Nc2oc(COc3ccccc3OC)nc2C#N)cc1,7%,1.1,-6%,18%,2.2%,i,0.1,i,20,2.6,45,4.3%[50 µM]
Cc1ccc(S(=O)(=O)N2CCCCC2)cc1NS(=O)(=O)c1ccccc1F,x,x,6%,x,x,i,0.4,i,35,7.8,68,3.7%
O=C(NCc1ccc2c(c1)OCO2)C1CC(=O)N(C2CCCC2)C1 (centres undefined),2%,1,1%,-2%,-1.4%,i,1.2,i,35,0.5,50,0.7%
O=C1Nc2ccccc2/C1=N\N=C\C1=C(N2CCOCC2)C(=C\c2ccccc2)/CC1,11%,0.5,11%,0%,-3.3%,u,x,i,15,28,58,1.1%
O=C(Nc1ccc(Cl)cc1)N1CCCN(c2ccc(C(F)(F)F)cc2[N+](=O)[O-])CC1,3%,x,-8%,-2%,0.3%,i,0.7,i,19,3.8,59,-0.4%
O=C(NCCc1ccccc1)c1ccc(=O)[nH]c1,25%,1.1,7%,2%,0.6%,i,1.5,i,20,-0.9,52,0.9%
CC(C)c1ccc(C2NC(=O)NC3=C2CCc2ccccc23)cc1 (centres undefined),-12%,1,1%,35%,10%,i,1.5,i,28,4.8,73,0.2%

# Rewritten bar-delimited: 9 of the compounds above.
compound | SV40 large T antigen | TNAP activation fold | Rac1 GTP hydrolysis | Salmonella PhoP GFP | RSV CPE inhibition | Myeloid diff 2 | Myeloid diff 2 GFP+ MAC1+ % | T cell HTS | T cell HTS vesicle-bound % | NTR1 ag | NTR1 ag cell count 20 µM | UTI89 phage lysis
OCC[C@@H]1C[C@@H](O)[C@H](O)[C@@]2(CCc3ccccc3O2)O1 | 11% | x | 7% | -5% | 1.3% | i | 0.6 | i | 11 | 5.7 | 83 | 3.0%
Cc1ccc(S(=O)(=O)N2CCC(C(=O)OCC(=O)NC(C)c3ccc(F)cc3)CC2)cc1C (centres undefined) | x | x | 8% | x | 1.7% | i | 0.2 | i | 16 | -0.3 | 68 | 0.0%[50 µM]
COc1ccc(Nc2oc(COc3ccccc3OC)nc2C#N)cc1 | 7% | 1.1 | -6% | 18% | 2.2% | i | 0.1 | i | 20 | 2.6 | 45 | 4.3%[50 µM]
Cc1ccc(S(=O)(=O)N2CCCCC2)cc1NS(=O)(=O)c1ccccc1F | x | x | 6% | x | x | i | 0.4 | i | 35 | 7.8 | 68 | 3.7%
O=C(NCc1ccc2c(c1)OCO2)C1CC(=O)N(C2CCCC2)C1 (centres undefined) | 2% | 1 | 1% | -2% | -1.4% | i | 1.2 | i | 35 | 0.5 | 50 | 0.7%
O=C1Nc2ccccc2/C1=N\N=C\C1=C(N2CCOCC2)C(=C\c2ccccc2)/CC1 | 11% | 0.5 | 11% | 0% | -3.3% | u | x | i | 15 | 28 | 58 | 1.1%
O=C(Nc1ccc(Cl)cc1)N1CCCN(c2ccc(C(F)(F)F)cc2[N+](=O)[O-])CC1 | 3% | x | -8% | -2% | 0.3% | i | 0.7 | i | 19 | 3.8 | 59 | -0.4%
O=C(NCCc1ccccc1)c1ccc(=O)[nH]c1 | 25% | 1.1 | 7% | 2% | 0.6% | i | 1.5 | i | 20 | -0.9 | 52 | 0.9%
CC(C)c1ccc(C2NC(=O)NC3=C2CCc2ccccc23)cc1 (centres undefined) | -12% | 1 | 1% | 35% | 10% | i | 1.5 | i | 28 | 4.8 | 73 | 0.2%

# Compounds were not picked by outcome. About 2.3% of those tested had a hit in this group.
